# Screening data deposited in PubChem by several laboratories.
# IDE cell inh = inhibitors of human insulin-degrading enzyme in cells. inhibition, % at 5.59 µM. P14735. HEK cells, FAbetaB cleavage, fluorescence polarization. 320,000 tested, 0.41% active;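 active = percent inhibition above the average of all tested compounds plus 3 SD, set per screening campaign, cut at about 16% in these data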;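 also: IDE supplied by intact live HEK cells; FP after avidin binding of uncleaved biotin substrate so inhibition keeps polarization high; 0% = DMSO wells and 100% = 60 µM reference IDE inhibitor Ii1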
# NS3 helicase inh = HCV NS3 helicase inhibition; NS3 helicase DNA unwinding, Cy5 molecular beacon fluorescence; inhibition, % at 10.9 µM; 290,000 tested, 0.56% active;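 active = inhibition above the mean of all tested compounds plus 3 SD, set per campaign, cut at about 35% in these data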;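 also: 0% = DMSO wells and 100% = thioflavine S control wells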
#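 Assay system – hepatitis C virus NS3 helicase domain fragment enzyme · Buffer or medium – MOPS pH 6.5, MgCl2, DTT, Tween20, BSA · Reagent – Cy5/quencher beacon DNA duplex and ATP to start · Compound – single 10.9 µM dose · Timing – 1 h at 25 °C · Technique – Cy5 beacon fluorescence read at start and 1 h · Measure – % inhibition of unwinding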
# GalR3 antagonist = human GalR3 antagonism | 360,000 tested, 0.44% active | inhibition, % at 3 µM | O60755 | HEK293 GalR3-CNG cAMP membrane potential fluorescence; galR3 body fused to GalR1 C-terminus;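 active = inhibition above the screen-wide average plus 3 SD, cut at about 13% in these data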;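 also: forskolin and galanin both at EC90 stimulate the cells; cAMP rise reported by CNG channel membrane potential dye signal; 0% = forskolin plus galanin with DMSO and 100% = forskolin alone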
# Target sequence (O60755 1-299 limits assumed): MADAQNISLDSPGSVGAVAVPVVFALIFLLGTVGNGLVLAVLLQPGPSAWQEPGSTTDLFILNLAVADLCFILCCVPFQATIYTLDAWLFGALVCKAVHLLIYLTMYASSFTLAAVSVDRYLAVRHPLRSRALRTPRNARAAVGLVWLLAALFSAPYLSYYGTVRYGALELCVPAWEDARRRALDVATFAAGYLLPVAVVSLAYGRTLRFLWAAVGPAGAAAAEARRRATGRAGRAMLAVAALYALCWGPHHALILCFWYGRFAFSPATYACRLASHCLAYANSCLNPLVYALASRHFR
# IDE act = activators of human insulin-degrading enzyme in cells; P14735; HEK cells, FAbeta-B cleavage, fluorescence polarization; 0% vehicle, 100% cell-free pure enzyme wells; activation, % at 5.96 µM; 340,000 tested, 0.073% active; AID 493087;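 active = activation above the mean of all tested compounds plus 3 SD, set per screening campaign, cut at about 17% in these data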
# UBC9 SUMO inh = inhibitors of human SUMOylation (UBC9); 290,000 tested, 0.36% active; P63279; inhibition, % at 35 µM; HTRF SUMOylation assay, SAE1/SAE2 + UBC9, in vitro; AID 2006; in the data active = inhibition above about 50%, passing the limit was not always enough; also: strong numbers were not always called active
# Target sequence (P63279 whole entry, looked up): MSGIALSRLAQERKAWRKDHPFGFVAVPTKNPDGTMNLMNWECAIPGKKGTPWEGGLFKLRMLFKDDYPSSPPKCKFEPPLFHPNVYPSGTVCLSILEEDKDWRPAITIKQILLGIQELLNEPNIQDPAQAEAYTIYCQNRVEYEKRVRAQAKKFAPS
# IMP-1 inh = inhibitors of Pseudomonas aeruginosa IMP-1 metallo-beta-lactamase | purified IMP-1, nitrocefin hydrolysis, epi-absorbance fluorescence | inhibition, % at 5.6 µM | 290,000 tested, 0.45% active;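 active = inhibition above the mean plus 3 SD of all compounds in the same screening run, cut at about 4.5% in these data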;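 also: 0% = IMP-1 with DMSO and 100% = DMSO wells lacking enzyme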
#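 Assay system: purified IMP-1; Quantity: IMP-1 0.2 nM before substrate addition; Medium: HEPES buffer pH 7.1 with ZnSO4 and Brij 35; Incubation: 15 min enzyme–compound preincubation, then 25 min nitrocefin reaction, 25 °C; Signal: fluorescence quenching readout, ex 480/em 530 nm; Controls: DMSO with and without IMP-1; Repeats: singlicate testing.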
# p-CIP stab down = p/CIP protein destabilization; decrease of EGFP signal, % at 10 µM; 290,000 tested, 0.01% active; F442A p/CIP-EGFP cells, EGFP fluorescence, 16 h; Q05BA5; AID 1984;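 active = EGFP signal decrease of at least 30% at 10 µM or well 3 SD below plate mean, unless failing retest; inactive = the rest, including hits failing retest or dose response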; also: some compounds called inactive have numbers as strong as hits; many of its hits are not listed in these tables
# CRFR2-BP antag = blocks CRF-induced signaling of the CRF-BP/CRF-R2 complex. AID 588475. HEK293 CRF-R2/CRF-BP, CRF-induced calcium fluorescence. inhibition, % at 11.8 µM. 350,000 tested, 0.59% active;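 active = inhibition of the ligand-induced calcium signal above about 50% at the single tested concentration, limit read from the data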
# VIM-2 inh = inhibitors of Pseudomonas aeruginosa VIM-2 metallo-beta-lactamase | purified VIM-2, nitrocefin hydrolysis, epi-absorbance fluorescence | inhibition, % at 5.6 µM | 290,000 tested, 0.89% active | AID 1527;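 active = inhibition above the mean of all tested compounds plus 3 SD, cutoff set per screening run, cut at about 7.5% in these data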;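 also: red hydrolysis product quenches plate fluorescence so inhibitors raise well fluorescence; 0% = enzyme with DMSO and 100% = DMSO without enzyme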
# The depositor's hits bear a star; x = no result given.
# Each structure is followed by: GalR3 antagonist	IDE cell inh	NS3 helicase inh	CRFR2-BP antag	p-CIP stab down	IDE act	VIM-2 inh	UBC9 SUMO inh	IMP-1 inh
> O=S(=O)(c1ccccc1)N1CCC(=NO)CC1
 : -6	-1	3	-17	-7	7	-0.5	3	-4.7
> O=C(O)CCC(=O)c1ccc2c(c1)CCCC2
 : -4	7	-6	-5	-7	0	0.7	10	-1.0
> Cc1nc2ncnn2c(C)c1CCC(=O)N1CCOCC1
 : -1	-1	2	7	-10	3	-1.6	20	-1.2
> C=CCC(NCCCO)c1cccc(OC)c1OC (stereo not given)
 : -1	5	0	32	-8	-5	-4.5	13	-2.8
> C/C(Cl)=C/Cc1c(C)[nH]c2c(ccc3ccccc32)c1=O
 : -5	2	-1	0	9	-3	-1.6	3	-1.6
> COc1ccc(CNS(=O)(=O)c2ccc(F)c(C(=O)Nc3ccccc3OC)c2)cc1
 : 6	14	5	9	1	2	0.3	15	2.6
> O=C(Nc1ccc2nn(-c3ccccc3)nc2c1)c1ccco1
 : -6	9	-5	-57	-10	3	-3.7	30	-0.3
> NC(=S)N/N=C1/CCSc2ccc3ccccc3c21
 : -3	5	-11	-8	-14	-3	-1.4	6	-6.0
> N#CCC(=O)Nc1ccc(C(=O)OCC(=O)Nc2ccc3ccccc3c2)cc1
 : -4	1	x	2	x	3	x	x	x
> C=CCc1ccccc1OCC(=O)N/N=C/c1ccc(OC(C)=O)cc1OC(C)=O
 : -3	1	3	-6	-5	10	-0.8	-14	0.6
> COC(=O)C1=C(C)Nc2ncnn2C1c1ccc(OC(=O)c2ccccc2)cc1 (stereo not given)
 : -12	0	-3	18	7	-3	-0.8	-14	-1.2
> Nc1nc2cc(S(=O)(=O)N3CCOCC3)ccc2o1
 : -5	1	x	5	x	0	x	x	x
> C/C(CC(=O)Nc1ccc2c(c1)OCCO2)=N\NC(=O)COc1ccc(Cl)c(C)c1
 : 0	1	6	-6	0	2	-3.3	-3	-3.5
> O=C(C1CCCO1)N1CCN(C(=S)Nc2ccccc2Cl)CC1 (stereo not given)
 : -3	0	-2	-7	-15	4	-1.4	9	-0.6
> O=C1/C(=C/c2ccco2)CCC1C1CCCC1 (stereo not given)
 : -6	-3	9	-5	10	1	-0.5	-23	-3.8
> O=C(/C=C/c1ccccc1)CC(O)(c1ccccc1)C(F)(F)C(F)F (stereo not given)
 : 1	0	-11	-14	6	4	-0.7	-8	-2.1
> COc1cc2cc(C(=O)N3CCC(Cc4ccccc4)CC3)[nH]c2cc1OC
 : -7	2	-7	6	-2	5	-2.0	1	-2.9
> O=C1c2cccc3cccc(c23)C(=O)N1OS(=O)(=O)c1ccc(Cl)cc1
 : -4	5	-1	5	6	3	-2.7	-8	-4.7
> Cc1sc2nc(COC(=O)c3c(F)cccc3F)[nH]c(=O)c2c1C
 : -5	7	-2	-13	-1	1	-1.9	2	-2.9
> Cc1noc(C)c1C(=O)Nc1ccccc1N1CCCC1
 : -6	-3	x	2	x	3	x	x	x

# Retrieved one by one from the entries so far:
# Each structure is followed by: GalR3 antagonist	IDE cell inh	NS3 helicase inh	CRFR2-BP antag	p-CIP stab down	IDE act	VIM-2 inh	UBC9 SUMO inh	IMP-1 inh
> O=C(Nc1ccc2nn(-c3ccccc3)nc2c1)c1ccco1
 : -6	9	-5	-57	-10	3	-3.7	30	-0.3
> COc1ccc(CNS(=O)(=O)c2ccc(F)c(C(=O)Nc3ccccc3OC)c2)cc1
 : 6	14	5	9	1	2	0.3	15	2.6
> Cc1nc2ncnn2c(C)c1CCC(=O)N1CCOCC1
 : -1	-1	2	7	-10	3	-1.6	20	-1.2
> COC(=O)C1=C(C)Nc2ncnn2C1c1ccc(OC(=O)c2ccccc2)cc1 (stereo not given)
 : -12	0	-3	18	7	-3	-0.8	-14	-1.2
> O=C1/C(=C/c2ccco2)CCC1C1CCCC1 (stereo not given)
 : -6	-3	9	-5	10	1	-0.5	-23	-3.8
> O=S(=O)(c1ccccc1)N1CCC(=NO)CC1
 : -6	-1	3	-17	-7	7	-0.5	3	-4.7

# The list continues:
# Each structure is followed by: GalR3 antagonist	IDE cell inh	NS3 helicase inh	CRFR2-BP antag	p-CIP stab down	IDE act	VIM-2 inh	UBC9 SUMO inh	IMP-1 inh
> NS(=O)(=O)c1cc2c(cc1Cl)NC(C(Cl)Cl)NS2(=O)=O (stereo not given)
 : x	-1	-3	-41	1	6	-3.1	11	-2.1
> CC(C)CN(C(=O)CSc1nnc2c(Cl)cc(C(F)(F)F)cn12)C1CCS(=O)(=O)C1 (stereo not given)
 : -6	0	-12	9	2	1	-2.2	10	-2.4
> Nc1nnc(CSCc2ccccc2)s1
 : -3	5	-2	8	-3	-1	-1.2	20	-1.8
> O=C(Nc1ccc(Cl)cc1)Nc1nnc(CSCc2ccc(Cl)cc2)s1
 : -5	-4	10	-6	12	4	-0.6	7	-3.9
> Cc1nc(NCCN2CCOCC2)c2oc3ccccc3c2n1
 : -1	4	-2	6	-16	4	4.3	17	-2.7
> O=C(CSc1nnc(-c2cccnc2)s1)Nc1ccnc2ccccc12
 : 90*	-4	-13	-14	-8	1	0.5	4	-1.4
> COc1cc(/C=N/NC(=O)CNC(=O)c2ccco2)ccc1O
 : -5	7	4	-18	-8	3	-1.8	5	-1.3
> Cc1cccc(OCCc2nnc(N)s2)c1C
 : -5	1	15	-1	-3	5	-3.6	18	-5.5
> Cc1ccc(-n2nc3cc(Cl)c(NC(=O)c4ccco4)cc3n2)cc1
 : -4	0	3	-5	-17	4	-2.7	30	0.7
> Cc1nc2ccc(S(=O)(=O)N3CCCCC3)cc2s1
 : -7	-5	-6	9	-15	3	-3.7	24	-1.3

# Single entries from the entries so far.
# Entry for `COC(=O)C1=C(C)Nc2ncnn2C1c1ccc(OC(=O)c2ccccc2)cc1` (stereo not given) in CRFR2-BP antag: 18
# Entry for `C/C(Cl)=C/Cc1c(C)[nH]c2c(ccc3ccccc32)c1=O` in IDE act: -3

# Next section.
# Each structure is followed by: GalR3 antagonist	IDE cell inh	NS3 helicase inh	CRFR2-BP antag	p-CIP stab down	IDE act	VIM-2 inh	UBC9 SUMO inh	IMP-1 inh
> Cc1ccc(NC(=O)CN2C(=O)NC3(CCCCC3)C2=O)cc1S(=O)(=O)N1CCOCC1
 : -6	2	x	-2	x	3	x	x	x
> O=C(N/N=C/c1cccs1)c1cccc(NC(=O)c2ccccc2Cl)c1
 : 1	-5	-7	7	11	-1	-2.6	-7	-3.0
> CC(OC(=O)c1ccc(CN2CCCC2=O)cc1)C(=O)Nc1ccc(Cl)cc1 (stereo not given)
 : -3	1	x	0	x	3	x	x	x
> C/C(=N/NC(=O)c1ccccn1)c1ccncc1
 : -9	-3	10	5	-22	-2	-3.7	19	-4.3
> CCC(C)NC(=O)CN(c1ccc(OC)cc1)S(=O)(=O)c1ccccc1 (stereo not given)
 : 0	6	1	-10	-1	7	-1.0	5	1.2
> C/C(=N\NC(=O)c1ccccc1Br)c1ccc(N2CCOCC2)cc1
 : -1	1	0	-17	4	1	1.2	1	-1.7
> COc1ccc2oc(C(=O)OCC(=O)N(CC(C)C)c3c(N)n(Cc4ccccc4)c(=O)[nH]c3=O)c(C)c2c1
 : -1	1	x	-29	x	5	x	x	x
> S=C(Nc1ccccc1)N1CCCN1c1ccccc1
 : -3	9	7	11	1	5	-2.5	6	-3.3
> Cc1ccc(C(=O)Nc2ccc(SC(F)F)cc2)s1
 : -6	4	-3	-6	9	8	-1.9	-6	-0.2
> S=C(c1ccc2c(c1)OCO2)N1CCCCC1
 : -6	-2	5	17	-2	5	1.5	8	-1.8
> CCNC(=S)NNc1nc(N2CCOCC2)nc(N2CCOCC2)n1
 : -4	5	8	-1	-4	1	-4.3	16	-3.0
> COc1ccc(C(=O)NCc2nnc(SCC(=O)N3CCC(C)CC3)o2)cc1OC
 : 1	1	1	2	-1	3	-5.6	0	-3.0
> Cc1cc(C)c2c(c1)NC(=O)C2(O)CC(=O)c1cccs1 (stereo not given)
 : -4	0	5	-21	-7	3	-0.7	-3	-1.6
> c1ccc(Sc2ncccn2)nc1
 : -4	4	5	0	-9	1	-4.7	10	-3.2
> CCN1CCCC1CNC(=O)c1cn(CC)c2ccc(S(=O)(=O)N3CCCCCC3)cc2c1=O (stereo not given)
 : x	6	-13	x	2	x	0.9	20	-1.0
> COc1ccc(CCNc2ccc([N+](=O)[O-])cn2)cc1
 : -11	x	-8	5	6	3	-0.7	-4	-1.8
> Cn1c(=O)n(C)c2cc(/C=N/NC(=O)c3ccc(Cl)cc3)ccc21
 : -7	-1	-5	-10	-6	-1	-2.1	13	-3.1
> CCOC(=O)N1CCN(C(=O)/C(=C/c2ccccc2OC)NC(=O)c2ccccc2)CC1
 : -6	-3	-2	-16	-2	6	-1.7	-7	-2.4
> CCN(CC(=O)Nc1c(F)cccc1F)C(=O)CCN1C(=O)C2CC=CCC2C1=O (stereo not given)
 : -1	2	x	3	x	5	x	x	x
> CCNc1nc(N)c(C(=O)c2ccc(Cl)s2)s1
 : -9	2	9	4	-12	-2	-0.7	-1	-8.6
> Nc1ccc(Oc2ccc(Br)cc2)cc1
 : -6	2	-5	2	-6	-2	-0.3	4	-1.2
> COc1ccc(N2CC(C(=O)NCCC3=CCCCC3)CC2=O)c(OC)c1 (stereo not given)
 : -2	3	x	-25	x	-2	x	x	x
> O=C(C1CCCN(c2ncnc3c2nc2n3CCCCC2)C1)N1CCN(c2ccccc2)CC1 (stereo not given)
 : -1	2	-3	-1	0	1	-0.5	11	-1.9
> CCCc1cc(C(=O)Nc2ccc(F)c(Cl)c2)no1
 : -11	-5	-5	-13	-4	10	-2.2	6	-1.7
> CCOc1cccc(-c2cc(-c3n[nH]c(=S)n3CC)c3ccccc3n2)c1
 : -8	-2	-4	8	-3	-12	-2.6	-27	-2.5
> Cc1nc2ccccc2n1Cc1n[nH]c(=S)n1-c1ccc(Cl)cc1
 : -6	-5	0	0	-3	4	-5.5	12	-5.1
> COc1ccc(CCNC(=O)CSc2nc3scc(-c4ccccc4)c3c(=O)[nH]2)cc1
 : -3	1	x	1	x	7	x	x	x
> Cc1ccc(C)c(-n2sc3ccc(F)cc3c2=O)c1
 : -5	36*	x	-6	x	-22	x	x	x
> COc1ccc(NC(=O)COC(=O)c2ccncc2)c(OC)c1
 : -5	-2	-6	0	-6	3	-1.8	6	-2.5
> O=S(=O)(O)c1nnc2sc3ccccc3n12
 : -2	3	-1	26	2	6	-1.5	16	0.0
> Clc1ccc(CN(Cc2ccc(Cl)cc2)c2nn[nH]n2)cc1
 : 0	0	16	-8	-15	-1	-0.2	25	-3.9
> COc1ccc(C(=O)Nc2nc3ccccc3[nH]2)cc1S(=O)(=O)N1CCOCC1
 : -11	-2	13	-34	13	2	-4.6	11	-5.0
> Cc1cc(C(=O)Nc2ccccc2C#N)n(-c2ccccc2)n1
 : 2	1	6	6	5	7	-1.9	-3	-2.5

# The order is random; any-hit rate near 3.2%.
